Bioassay records (PubChem)
NTMT1 inh – Primary qHTS for Inhibitors of N-terminal methyltransferase 1 (NTMT1): MTaseGlo Assay. N-terminal Xaa-Pro-Lys N-methyltransferase 1 (Homo sapiens), Q9BV86. 59,000 compounds, 2.5% hits. NTMT1 MTase-Glo SAH luminescence, purified enzyme. Potency, µM (titrated, usually from 114 µM), for the others: at the top dose activity change, negative = inhibition, usual class: inhibitors. AID 1645870, 2021;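 note: plate controls were DMSO vehicle for no effect and no enzyme for full effect; nearly all actives have a fitted effect of over 65% in size; many of its hits are not listed in these tables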
Target sequence (Q9BV86 whole entry, looked up): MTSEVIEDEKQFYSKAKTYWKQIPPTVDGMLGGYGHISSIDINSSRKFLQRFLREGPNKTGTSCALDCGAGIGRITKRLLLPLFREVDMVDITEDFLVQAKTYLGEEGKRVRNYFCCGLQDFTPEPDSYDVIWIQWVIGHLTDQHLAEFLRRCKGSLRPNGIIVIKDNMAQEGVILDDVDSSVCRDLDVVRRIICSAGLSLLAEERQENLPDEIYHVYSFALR
FH mod – Identification of activators of human fumarate hydratase by quantitative high-throughput screening | 54,000 compounds, 0.22% hits | Potency, µM (highest dose often 79.9 µM), inactives show at the highest dose activity change, negative = inhibition, usual class: inhibitors | FH coupled MDH/diaphorase resazurin fluorescence, 15 min | AID 1347055, 2019 | Fumarate hydratase, mitochondrial (Homo sapiens), P07954; note: the screen sought activators but most active calls are inhibition curves; nearly all actives have a fitted effect of over 45% in size
Target sequence (P07954 whole entry, looked up): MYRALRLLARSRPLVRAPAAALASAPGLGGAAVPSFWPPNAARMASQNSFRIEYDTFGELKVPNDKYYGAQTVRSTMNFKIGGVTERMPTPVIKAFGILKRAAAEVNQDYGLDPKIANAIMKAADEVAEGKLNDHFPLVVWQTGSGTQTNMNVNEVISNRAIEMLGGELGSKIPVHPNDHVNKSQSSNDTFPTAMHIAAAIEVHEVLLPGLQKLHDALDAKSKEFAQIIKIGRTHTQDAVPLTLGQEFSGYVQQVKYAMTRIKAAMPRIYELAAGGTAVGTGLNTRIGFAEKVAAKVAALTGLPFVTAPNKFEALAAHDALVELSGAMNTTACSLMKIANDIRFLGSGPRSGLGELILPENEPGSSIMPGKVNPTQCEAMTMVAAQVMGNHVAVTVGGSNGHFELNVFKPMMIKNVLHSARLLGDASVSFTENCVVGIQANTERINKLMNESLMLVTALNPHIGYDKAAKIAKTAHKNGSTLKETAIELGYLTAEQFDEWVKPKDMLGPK
Numbers without * were called inactive; ? = inconclusive; & = joins results of further samples; ! = a repeat was not active; [ ] = another dose, or the depositor's remark. Calls come from the whole dose curve; as a rule, active = well fitted curve in the direction sought with a large enough effect; inconclusive = small, poorly fitted or top-dose-only effect, or another doubt; inactive = no such curve, though single readings can be large; an effect the other way counts as inactive or inconclusive. Unless noted, % is set by controls: 0 for no effect and ±100 for the full control effect; potency is the fitted concentration of half-maximal effect. This is a subset (hit frequency here may not be typical).

compound | NTMT1 inh | FH mod
C=C(C(=O)OC)[C@]12O[C@@](C)(CC[C@@]3(O)/C(=C\C)C(=O)O[C@]3(C)C[C@@H]1OC(=O)C(CO)CN1CCCC1C(=O)O)CC2=O (stereo not given in full) | -4%[12.6 µM] | -2%[20.6 µM]
CCNC(=O)CCCC=CC[C@@H]1[C@H](C=CC(O)CCc2ccccc2)[C@@H](O)C[C@@H]1O (stereo not given in full) | -4%[57.5 µM] | 15%[53.3 µM]
CC1CCC23COC(=O)C2=CC(O)CC3C1(C)CCC1=CC(O)OC1=O (stereo not given) | 14%[29.8 µM] | -6%[53.3 µM]
C[C@@H]1O[C@@H](O[C@H]2[C@H](O[C@H]3[C@H](O[C@H]4CC[C@@]5(C)C(CC[C@]6(C)C5CC=C5[C@@H]7CC(C)(C)C[C@@H](O)[C@]7(C)CC[C@]56C)C4(C)C)O[C@H](C(=O)O)[C@@H](O)[C@@H]3O)O[C@H](C(=O)O)[C@H](O)[C@@H]2O)[C@H](O)[C@H](O)[C@H]1O (stereo not given in full) | 5%[12.6 µM] | -2%[20.6 µM]
Cc1ccc(Cl)c(Nc2ccccc2C(=O)O)c1Cl | 44%[activator][57.5 µM] | ?
C#Cc1cccc(Nc2ncnc3cc(OC)c(OC)cc23)c1 | -10% | 2%
CC(C)S(=O)(=O)NC[C@@H]1CC(c2ccc(N3CCCC3)c(F)c2)=NO1 | 13%[57.5 µM] | 2%
C=C(C(=O)O[C@H]1C/C(C)=C/CC/C(CO)=C/[C@H]2OC(=O)C(=C)[C@H]12)C(O)CO (stereo not given in full) | 14%[29.8 µM] | 5%[53.3 µM]
CC(CC1c2ccccc2CCc2ccccc21)CN(C)C (stereo not given) | 13µM* | 0%[53.3 µM]
CC[C@@H]1C(=O)N(C)c2cnc(Nc3ccc(C(=O)NC4CCN(C)CC4)cc3OC)nc2N1C1CCCC1 | 25µM*! | 6%[53.3 µM]
COC(C)(C)CCn1nc(Nc2c(C)cccc2C)c2cnc(Nc3ccc(OCCN4CCCC4)c(F)c3)nc21 | ? | -13%
COc1cc(C(C)=O)ccc1O[C@@H]1O[C@H](CO[C@@H]2OC[C@@H](O)[C@H](O)[C@H]2O)[C@@H](O)[C@H](O)[C@H]1O | 3%[29.8 µM] | 5%[53.3 µM]
C=C(C(=O)O)C1CCC(C)C2CCC(=O)OC2(C)C1 (stereo not given) | -1%[57.5 µM] | 3%
CO[C@H]1C[C@@H]2CC[C@@H](C)[C@@](O)(O2)C(=O)C(=O)N2CCCC[C@@H]2C(=O)O[C@H]([C@H](C)C[C@@H]2CC[C@H](OP(C)(C)=O)[C@H](OC)C2)CC(=O)[C@H](C)C=C(C)[C@@H](O)[C@@H](OC)C(=O)[C@H](C)C[C@H](C)C=CC=CC=C1C | -14%[57.5 µM] | 2%[53.3 µM]
CN1CCN(C(=O)c2ccc(Nc3nccc(-c4cccs4)n3)cc2Cl)CC1 | -7%[57.5 µM] | -5%
CCn1cc(C(=O)O)c(=O)c2cc(F)c(N3CCN(C)CC3)cc21 | 3% | 5%[53.3 µM]
NS(=O)(=O)c1cccc2c1C(=O)c1cccc(O)c1C2=O | ? | -21%[53.3 µM]
CN(C)c1ccc2cc(C(=O)N[C@@H](CCCN=C(N)CCl)C(=O)NCc3ccccc3)ccc2c1 | 5.6µM* | -23%[53.3 µM]
c1ccc2sc(SSc3nc4ccccc4s3)nc2c1 | ? | -4%[20.6 µM]
Cc1ccc2nc(NC(=O)CSc3nc4c(c(=O)n3-c3ccc(F)cc3)SCC4)sc2c1 | 6%[57.5 µM] | 7%
O=C1c2ccccc2C(=O)C1c1ccccc1 | -3%[57.5 µM] | 5%[53.3 µM]
COc1cc2c(c(OC)c1CC=C(C)C)C[C@H](c1ccc(O)cc1O)CO2 | 5%[29.8 µM] | -4%[53.3 µM]
Nc1nonc1-c1nc2cnccc2n1C1CC1 | 7% | 10%
COc1cc(/C=C/C(=O)O[C@@H]2C[C@@](O)(C(=O)O)C[C@@H](O)[C@@H]2O)ccc1O | 6%[29.8 µM] | -5%[53.3 µM]
CC(=O)Nc1cccc(-c2csc(Nc3cc(C)ccn3)n2)c1 | ? | -22%

The final two records of the part before are carried over, then new ones follow.
compound | NTMT1 inh | FH mod
COc1cc(/C=C/C(=O)O[C@@H]2C[C@@](O)(C(=O)O)C[C@@H](O)[C@@H]2O)ccc1O | 6%[29.8 µM] | -5%[53.3 µM]
CC(=O)Nc1cccc(-c2csc(Nc3cc(C)ccn3)n2)c1 | ? | -22%
C/C=C/C1=CC2=C(CO1)C(=O)C(C)(O)C(OC(=O)c1c(C)cc(OC)cc1O)C2 (stereo not given) | -9%[29.8 µM] | 0%[53.3 µM]
COCCOC(=O)C1=C(C)NC(C)=C(C(=O)OC(C)C)C1c1cccc([N+](=O)[O-])c1 (stereo not given) | -11%[57.5 µM] | ?
O=c1cc[nH]c(=S)[nH]1 | ? | -15%[53.3 µM]
O=C1[C@@H]2[C@H]3CC[C@H](C3)[C@@H]2C(=O)N1CCCCN1CCN(c2ncccn2)CC1 | ? | -3%[53.3 µM]
CC[C@H](C)C(=O)O[C@H]1C[C@H](O)C=C2C=C[C@H](C)[C@H](CC[C@@H](O)C[C@@H](O)CC(=O)O)[C@H]21 | 12% | 5%[53.3 µM]
COC(=O)c1ccc(OC(CO)C(O)c2ccc(O)c(OC)c2)c(OC)c1 (stereo not given) | 5%[29.8 µM] | -5%[53.3 µM]
CC(=O)N(c1onc(C)c1C)S(=O)(=O)c1ccc(N)cc1 | 9%[57.5 µM] | -11%[53.3 µM]
COC(=O)c1cc(OC)c(O[C@@H]2O[C@@H](C)[C@H](O)[C@@H](O)[C@H]2O)c(OC)c1 | 11%[29.8 µM] | 0%[53.3 µM]
O=C(O)C(=O)Nc1cccc(C2=NN=N[N]2)c1 | ? | 2%[53.3 µM]
S=c1nc[nH]c2nc[nH]c12 | 25µM*! | -8%&-1%[53.3 µM]
COc1ccc2c(c1)C(C(=O)N(Cc1ccc(N(C)C)cc1)c1ccc(C(C)C)cc1)CCC2 (stereo not given) | -16%[57.5 µM] | ?
CN(C)CC[C@@H](c1ccc(Cl)cc1)c1ccccn1 | -1%[57.5 µM] | -11%&-2%[53.3 µM]
Cc1cccc(C)c1NC(=O)C(C)N (stereo not given) | ? | -16%&-2%[53.3 µM]
C=CCOc1ccccc1OCC(O)CNC(C)C (stereo not given) | 0%[57.5 µM] | -4%[53.3 µM]
Cc1ccc(O)cc1 | 33%[activator][57.5 µM] | -2%[53.3 µM]
CC(=O)OC[C@H]1O[C@@](COC(C)=O)(O[C@H]2O[C@H](COC(C)=O)[C@@H](OC(C)=O)[C@H](OC(C)=O)[C@H]2OC(C)=O)[C@@H](OC(C)=O)[C@@H]1OC(C)=O | 13%[57.5 µM] | 2%[53.3 µM]
COC1OC(=O)C2=C1C1(C)CCCC(C)(C)C1CC2O (stereo not given) | 19%[57.5 µM] | 4%
CCC[C@@]1(CCc2ccccc2)CC(O)=C([C@H](CC)c2cccc(NS(=O)(=O)c3ccc(C(F)(F)F)cn3)c2)C(=O)O1 | 3%[57.5 µM] | -25%
CCC/C=C\C=C/CCc1cc(O)c([C@@H]2O[C@H](CO)[C@@H](O)[C@H](O)[C@H]2O)c(O)c1C(=O)OC | 15%[29.8 µM] | 5%[53.3 µM]
CC(=O)OC1C(=O)C2(C)C(O)CC3OCC3(OC(C)=O)C2C(OC(=O)c2ccccc2)C2(O)CC(OC(=O)C(O)C(NC(=O)c3ccccc3)c3ccccc3)C(C)=C1C2(C)C (stereo not given) | 2%[57.5 µM] | -12%
CCC(CC)CC1(C(=O)Nc2ccccc2SC(=O)C(C)C)CCCCC1 | 18% | -19%
CC(C)(O)/C=C1/C(=O)C(C)(C)C(=O)C(C)(C)C1(O)O[C@@H]1O[C@H](COC(=O)c2cc(O)c(O)c(O)c2)[C@@H](O)[C@H](O)[C@H]1O (stereo not given in full) | -4%[12.6 µM] | -3%[20.6 µM]
C=C(C(=O)O)C1CC(OC(=O)CC(C)CC)C2(C)CCCC(=C)C2C1 (stereo not given) | 7%[29.8 µM] | -5%[53.3 µM]
Nc1ccc(/C=C/c2ccc(N)cc2S(=O)(=O)O)c(S(=O)(=O)O)c1 | 22%[0.501 µM] | -1%[0.673 µM]
C=C1/C(=C/C=C2\CCC[C@@]3(C)C2CCC3[C@H](C)/C=C/[C@@H](O)C2CC2)C[C@@H](O)C[C@@H]1O (stereo not given in full) | 5%[57.5 µM] | -23%

Grouped by structure: those above containing an NH in an aromatic ring (2)
compound | NTMT1 inh | FH mod
O=c1cc[nH]c(=S)[nH]1 | ? | -15%[53.3 µM]
S=c1nc[nH]c2nc[nH]c12 | 25µM*! | -8%&-1%[53.3 µM]

(cont.)
compound | NTMT1 inh | FH mod
O=C(Nc1ccc(CN2CCOCC2)cc1)c1ccc(-c2cccc(Cl)c2)o1 | 4%[57.5 µM] | -12%
N[C@@H]1c2cccnc2[C@H](OC(=O)N2CCC(n3c(=O)[nH]c4ncccc43)CC2)CC[C@H]1c1cccc(F)c1F | 2%[57.5 µM] | 0%
CNCc1cc(-c2ccccc2F)n(S(=O)(=O)c2cccnc2)c1 | -4%[57.5 µM] | ?
O=C(O)C(O[C@@H]1O[C@H](CO[C@@H]2O[C@H](CO)[C@@H](O)[C@H](O)[C@H]2O)[C@@H](O)[C@H](O)[C@H]1O)c1ccccc1 (stereo not given in full) | 12%[29.8 µM] | 5%[53.3 µM]
COc1cc2nc(N(C)CCCNC(=O)C3CCCO3)nc(N)c2cc1OC (stereo not given) | ? | 1%&-9%&-3%[53.3 µM]
CC1(C(=O)O)CCCC2(C)C3CCC4CC3(CCC12)CC4=O (stereo not given) | 6%[57.5 µM] | 4%
CC1CC(=O)NN=C1c1ccc(NCC(C)(C)NCC(O)COc2cc(Cl)ccc2C#N)cc1 (stereo not given) | ? | 3%[53.3 µM]
CC(=O)O[C@@H]1[C@H](OC(C)=O)C[C@@]2(C)C(CC[C@@H](C)[C@]23Cc2c(O)cc4c(c2O3)CN([C@@H](CCC(=O)O)C(=O)O)C4=O)C1(C)C (stereo not given in full) | -3%[12.6 µM] | 4%[20.6 µM]
CCCCC(CC)CN1CN(CC(CC)CCCC)CC(C)(N)C1 (stereo not given) | 17%[57.5 µM] | -1%[53.3 µM]
COC(=O)C[C@](O)(CCCC(C)(C)O)C(=O)O[C@@H]1C(OC)=C[C@]23CCCN2CCc2cc4c(cc2[C@H]13)OCO4 | 15%[57.5 µM] | 2%[53.3 µM]
CC(C)=CCCC(C)=CCCC(C)=CCCC(C)=CCCC(C)=CCCC(C)=CCCC(C)=CCCC(C)=CCCC(C)=CCO | -26%[57.5 µM] | 1%[53.3 µM]
O=S(=O)(O)c1cc(I)c(O)c2ncccc12 | ? | 14%[53.3 µM]
COC(=O)N[C@H](C(=O)N1CCC[C@@H]1c1ncc(-c2ccc(-c3ccc(-c4cnc([C@@H]5CCCN5C(=O)[C@@H](NC(=O)OC)C(C)C)[nH]4)cc3)cc2)[nH]1)C(C)C | -11%[57.5 µM] | -9%[53.3 µM]
CNCCCCOc1ccccc1Cc1ccccc1 | ? | 1%[53.3 µM]
CC(C)n1cnc2c(NCc3ccccc3)nc(NCCCO)nc21 | 6% | 3%
OCCN1CCN(CCCN2c3ccccc3Sc3ccc(C(F)(F)F)cc32)CC1 | 32µM*! | -5%&2%&0%[53.3 µM]
CC(=O)N1CCc2ccc(O)c(OC3OC(COC4OCC(O)(CO)C4O)C(O)C(O)C3O)c2C1Cc1ccc(O)cc1 (stereo not given) | 12%[12.6 µM] | 5%[20.6 µM]
CN(C)/N=N/c1nc[nH]c1C(N)=O | ? | -1%[53.3 µM]
C/C=C/C=C/C(=O)O[C@@H]1C=C2COC(=O)[C@]2(O)[C@@]2(C)CCCC(C)(C)[C@H]12 | 0%[29.8 µM] | -1%[53.3 µM]
CCOC(=O)[C@H](CCc1ccccc1)N[C@@H](C)C(=O)N1C2CCCCC2C[C@H]1C(=O)O (stereo not given in full) | -19%[57.5 µM] | 21%
CC(C)CC(=O)OC1OC=C(CO[C@@H]2O[C@H](CO)[C@@H](O)[C@H](O)[C@H]2O)C2CC(O)C(O)(CO)C12 (stereo not given in full) | 9%[29.8 µM] | 0%[53.3 µM]

Of the compounds above, these have two or more sulfur atoms.
compound | NTMT1 inh | FH mod
c1ccc2sc(SSc3nc4ccccc4s3)nc2c1 | ? | -4%[20.6 µM]
Cc1ccc2nc(NC(=O)CSc3nc4c(c(=O)n3-c3ccc(F)cc3)SCC4)sc2c1 | 6%[57.5 µM] | 7%
Nc1ccc(/C=C/c2ccc(N)cc2S(=O)(=O)O)c(S(=O)(=O)O)c1 | 22%[0.501 µM] | -1%[0.673 µM]
